Screening data from PubChem.
CF NFkB block: cystic fibrosis NF-kB activation inhibition | hit rate 0.86% among 360,000 | AID 588850 | KKLEB NF-kB-GFP reporter, PAF-induced, GFP fluorescence overnight | inhibition, % at 5 µM;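 active = at least 50% inhibition at 5 µM, scaled per plate between neutral and stimulator controls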;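 also: PAF is a Pseudomonas aeruginosa culture filtrate used as stimulus; plate controls were PAF-stimulated DMSO wells for no effect and unstimulated DMSO wells for full effect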
SRC3 inh: inhibits human SRC3 coactivator | Q9Y6Q9 | HEK293 GAL4-SRC3 luciferase reporter, luminescence | inhibition, % at 3.6 µM | hit rate 0.17% among 360,000 | AID 588352;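 active = inhibition above a per-campaign cutoff, the mean of all compounds plus 3 SD, cut at about 60% in these data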;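 also: 0% = DMSO-treated cells and 100% = gossypol-treated cells at 36 µM; higher means less SRC3-driven luciferase light from the GAL4 reporter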
TROY signal inh: inhibitors of TROY-dependent NF-kB signaling | Q293 LMP1-TROYcd NF-kB luciferase reporter, 4 h | inhibition, % at 10 µM | hit rate 0.98% among 360,000;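 active = compounds whose plate-normalised and pattern-corrected inhibition of the luciferase reporter signal at the single screening dose is 50% or more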
TWEAK Fn14 block: TWEAK-Fn14 signaling inhibition | TWEAK-stimulated Fn14 reporter cells, luciferase luminescence, 8 h | inhibition, % at 10 µM | hit rate 2% among 360,000; in the data active = inhibition above about 50%
NR2F2 inh: inhibitors of human COUP-TFII (NR2F2). hit rate 0.7% among 370,000. inhibition, % at 8.6 µM. HEK293T NGFI-A luciferase reporter, luminescence;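 active = inhibition above a per-plate cutoff, mean inhibition of test wells between control levels plus 3 SD, cut at about 38% in these data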;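 also: cells cotransfected with COUP-TFII expression vector driving the NGFI-A reporter; 0% = median of COUP-TF2 test wells and 100% = reporter-only cells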
Target sequence (P24468 whole entry, looked up): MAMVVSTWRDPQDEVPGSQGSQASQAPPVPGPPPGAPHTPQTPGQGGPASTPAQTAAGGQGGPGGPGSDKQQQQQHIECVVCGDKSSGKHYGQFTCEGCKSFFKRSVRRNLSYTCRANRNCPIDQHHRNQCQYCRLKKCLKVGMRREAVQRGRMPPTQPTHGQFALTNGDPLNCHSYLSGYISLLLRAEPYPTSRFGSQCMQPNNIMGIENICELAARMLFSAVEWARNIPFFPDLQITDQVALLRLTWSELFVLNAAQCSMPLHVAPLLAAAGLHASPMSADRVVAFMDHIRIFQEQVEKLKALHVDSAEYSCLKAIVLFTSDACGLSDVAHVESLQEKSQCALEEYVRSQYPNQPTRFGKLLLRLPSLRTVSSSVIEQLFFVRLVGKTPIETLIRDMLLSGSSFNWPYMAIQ
TRAIL sens C8: sensitizes caspase-8 expressing cells to TRAIL | inhibition (viability loss, TRAIL sensitization), % at 10 µM | hit rate 1% among 360,000 | NB7+C8 cells + TRAIL, ATPlite viability luminescence;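 active = compounds causing at least 50% loss of cell viability in the single-dose screen, relative to plate controls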
LRH-1 inv ag: suppresses constitutive activity of human LRH-1; HEK293T StAR-luciferase reporter, LRH-1 transfected, 24 h; inhibition, % at 3.6 µM; hit rate 0.13% among 360,000; AID 602396;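 active = inhibition above the mean inhibition of all tested compounds plus 3 SD, cut at about 73% in these data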;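 also: 0% = DMSO wells and 100% = reporter-only cells lacking LRH-1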
Target sequence (O00482 whole entry, looked up): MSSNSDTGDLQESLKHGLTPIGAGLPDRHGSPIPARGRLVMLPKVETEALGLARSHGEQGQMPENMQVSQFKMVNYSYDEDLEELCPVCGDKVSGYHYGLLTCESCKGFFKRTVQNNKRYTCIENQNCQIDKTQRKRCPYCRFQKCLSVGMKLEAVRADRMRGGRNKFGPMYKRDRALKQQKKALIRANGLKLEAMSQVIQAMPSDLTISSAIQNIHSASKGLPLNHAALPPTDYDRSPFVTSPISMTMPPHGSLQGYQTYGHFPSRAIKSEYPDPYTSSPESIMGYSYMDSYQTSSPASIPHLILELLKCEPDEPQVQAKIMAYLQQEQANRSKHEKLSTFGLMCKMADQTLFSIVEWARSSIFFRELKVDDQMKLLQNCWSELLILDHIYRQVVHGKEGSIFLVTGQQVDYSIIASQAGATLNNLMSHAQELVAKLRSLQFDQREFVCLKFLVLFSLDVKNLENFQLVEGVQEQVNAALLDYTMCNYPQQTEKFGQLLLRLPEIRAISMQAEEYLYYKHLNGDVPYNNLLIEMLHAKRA
Shn3 inh set2: inhibitors of Schnurri-3 3'UTR reporter in osteoblasts | AID 588674 | inhibition, % at 12.5 µM | Clone20 osteoblast Shn3 3'UTR firefly luciferase, 24 h | hit rate 0.52% among 360,000;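 active = mean inhibition of at least 75% with every replicate also reaching 75%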;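 also: 0% = median of neutral control wells and 100% = pilot-screen positive control compound; some compounds past the cut are filed as inactive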
KKLEB tox: counter-screen for CF NF-kB inhibitors: cytotoxicity. activity change (cytotoxicity), % at 5 µM. hit rate 0.36% among 360,000. AID 602141. KKLEB CF airway cells viability, ATPlite luminescence, overnight; hits give low values; cells stimulated with P. aeruginosa culture filtrate;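 active = corrected activity change at or below -50% at 5 µM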
SRC1 inh: human NCOA1 inhibition; HEK293 GAL4-SRC1 luciferase reporter, luminescence; Q15788; hit rate 0.12% among 360,000; inhibition, % at 3.6 µM;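 active = inhibition above the campaign mean plus 3 SD, with each screening campaign given its own cutoff, cut at about 60% in these data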;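 also: 0% = DMSO treated cells and 100% = gossypol at 36 µM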
LMP1 NFkB inh: Epstein-Barr LMP1 NF-kappaB reporter inhibition; LMP1-induced NF-kappaB luciferase reporter cells, luminescence; inhibition, % at 12.5 µM; hit rate 0.69% among 350,000; AID 504558; in the data active = inhibition above about 41%;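 also: 0% = neutral control wells and 100% = reference inhibitor control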
The depositor's hits bear a star; / = not tested or not shown. These rows are one share of the data (hit frequency here may not be typical).

SMILES | CF NFkB block | SRC3 inh | TROY signal inh | TWEAK Fn14 block | NR2F2 inh | TRAIL sens C8 | LRH-1 inv ag | Shn3 inh set2 | KKLEB tox | SRC1 inh | LMP1 NFkB inh
Cc1ccc(S(=O)(=O)CCC(=O)NCc2ccc(Cl)cc2)cc1 | 12 | -1 | 12 | -10 | -14 | 2 | 13 | 5 | -4 | -6 | 4
O=C(Nc1ccccc1Cc1ccccc1)c1ccc2c(c1)SC1=NS(=O)(=O)CCN12 | 13 | 8 | -18 | -14 | -7 | 2 | 9 | 0 | -1 | 13 | 0
Cc1cccc(NC(=O)c2ccc([N+](=O)[O-])s2)c1C | 12 | -5 | -29 | -3 | -12 | 4 | -1 | -35 | 4 | 15 | -16
CCN1CC=C2C(C1)C(c1ccc(Cl)s1)C(C#N)=C(N)C2(C#N)C#N (stereo not given) | -6 | 5 | -16 | -17 | 7 | 9 | -1 | -3 | 8 | -19 | -20
COc1ccc(OCC(=O)Nc2ccc3c(c2)nc(CCN2CCCCC2)n3C)cc1 | -10 | -9 | 2 | 5 | -31 | 6 | -17 | -42 | 32 | 6 | 16
COC(=O)c1nnn(-c2ccsc2C(=O)OC)c1C(=O)OC | 3 | 13 | 10 | 9 | 5 | -14 | 1 | -4 | -2 | -6 | 4
COC(=O)c1ccccc1OCCCCN1CC(C)OC(C)C1 (stereo not given) | 6 | 0 | -7 | -3 | 5 | -1 | 14 | -13 | 7 | -3 | 3
COc1ccc(C(CNC(=O)c2cccc(S(=O)(=O)Nc3ccc(F)cc3)c2)N2CCCCC2)cc1 (stereo not given) | 6 | -14 | -21 | 3 | 9 | 16 | 0 | 54 | 4 | 7 | -16
CC1CCCN(CC(=O)Nc2ccc(S(=O)(=O)N3CCCCCC3)cc2)C1 (stereo not given) | 13 | 2 | 14 | -11 | 12 | 23 | 16 | 11 | -21 | 18 | 3
COCCN(C(=O)COC(=O)/C=C/c1ccc2c(c1)OCO2)c1c(N)n(Cc2ccccc2)c(=O)[nH]c1=O | -7 | 10 | 5 | -13 | 11 | -10 | -3 | -6 | 4 | 13 | 2
CCN(CC)C(=O)Oc1cc(=O)n(C)c2ccccc12 | -6 | 20 | 0 | 1 | -4 | -9 | -16 | -9 | 14 | 3 | 8
O=C(CSc1nnc(CNC(=O)c2cccs2)o1)Nc1ccc(F)cc1F | -6 | 15 | -9 | -4 | -4 | -1 | -7 | -2 | -7 | -5 | -1
CCc1ccc(-c2cc(C)no2)cc1S(=O)(=O)N1CCC(C)CC1 | 14 | 12 | -22 | -12 | 11 | 3 | 5 | 9 | -26 | 1 | -1
C[C@@H](CN=[N+]=[N-])CN1CC[C@H](O)CCC1=O | 6 | -2 | 6 | -5 | -14 | 9 | 6 | 5 | -2 | 6 | 1
CCCCNC(=O)CSc1nc2ccsc2c(=O)n1CCCC(=O)NCCc1ccc(S(N)(=O)=O)cc1 | -3 | -7 | 6 | 3 | 4 | -5 | 0 | 5 | 2 | 3 | 1
Cc1ccc([N+](=O)[O-])cc1NC(=O)CN(C)CCOc1ccccc1 | 15 | 1 | 5 | 0 | 15 | -9 | -18 | 8 | -7 | -5 | -2
COc1ccc(-c2[nH]ncc2N=Nc2ccccc2)cc1 | -65 | -2 | 18 | -63 | -24 | -15 | 17 | -13 | -16 | -12 | -20
COC(=O)c1cc(C)[nH]c2c(C)cc3nc4ccccc4c3c12 | -2 | -4 | 19 | 47 | 8 | -5 | 15 | 20 | -17 | -5 | -9
COc1cc(/C=N/NC(=O)c2cccnc2)ccc1OC(=O)c1ccc([N+](=O)[O-])cc1 | -21 | 10 | 26 | -5 | 14 | -7 | 1 | -1 | 6 | -12 | 0
CSc1ccc(CN(C)C(=O)c2cc(=O)c3ccccc3o2)cc1 | -4 | -7 | -2 | 2 | -6 | 9 | 0 | 12 | -2 | -1 | 1
S=C(NC1CCCCC1)N1CCc2ccccc2C1 | 1 | 8 | -35 | -9 | 14 | 25 | -15 | 19 | 5 | -1 | 10
COCc1c(C(=O)Nc2cccc(S(=O)(=O)N3CCCCC3)c2)oc2ccccc12 | 17 | -11 | 3 | 39 | / | 9 | 15 | 86* | -15 | 4 | 2
COCCCN(C(=S)NC(=O)C(C)(C)C)c1c(N)n(Cc2ccccc2)c(=O)[nH]c1=O | -3 | 7 | -2 | -4 | -4 | -2 | 7 | -11 | 2 | 4 | -14
Cn1c(=O)c2[nH]c(CN3CCN(Cc4ccccc4)CC3)nc2n(C)c1=O | -9 | 2 | -5 | -27 | -16 | -11 | 16 | -4 | -4 | -32 | -2

Overlap with the part before: 2 compounds, then new ones.
SMILES | CF NFkB block | SRC3 inh | TROY signal inh | TWEAK Fn14 block | NR2F2 inh | TRAIL sens C8 | LRH-1 inv ag | Shn3 inh set2 | KKLEB tox | SRC1 inh | LMP1 NFkB inh
COCCCN(C(=S)NC(=O)C(C)(C)C)c1c(N)n(Cc2ccccc2)c(=O)[nH]c1=O | -3 | 7 | -2 | -4 | -4 | -2 | 7 | -11 | 2 | 4 | -14
Cn1c(=O)c2[nH]c(CN3CCN(Cc4ccccc4)CC3)nc2n(C)c1=O | -9 | 2 | -5 | -27 | -16 | -11 | 16 | -4 | -4 | -32 | -2
CN(C1=C(NC(=O)c2ccccc2)C(=O)c2ccccc2C1=O)C1CCS(=O)(=O)C1 (stereo not given) | 44 | -57 | -13 | 1 | -14 | 35 | -73 | 30 | 2 | -58 | -3
CCOC(=O)C1C(=O)NC(N2CCCCC2)=NC1C(C)C (stereo not given) | -11 | -7 | -4 | 3 | 2 | -5 | -3 | -2 | -7 | 10 | 3
CCN(C(=O)CSc1nc2cc(Cl)ccc2c(=O)n1CC(C)C)C1CCS(=O)(=O)C1 (stereo not given) | -3 | 16 | -8 | 9 | 9 | -9 | -27 | -10 | -7 | -93 | 1
C=C(C)Cn1c(Sc2nc3ccccc3[nH]2)nc2c1c(=O)[nH]c(=O)n2C | 7 | 17 | 5 | 6 | -2 | 34 | 5 | -9 | 1 | -2 | 9
Cc1ccc(N2C(=O)c3ccc(C(=O)N4CCN(c5cccc(C)c5C)CC4)cc3C2=O)cc1 | 3 | -4 | 23 | -1 | -1 | -14 | 2 | 5 | -4 | -12 | 20
O=C(CCc1c[nH]c2ccccc12)NCCc1ccc(O)cc1 | -13 | 1 | -9 | -8 | -9 | -11 | 0 | -5 | 2 | -5 | -11
C/C(CCc1ccccc1)=N\NC(=O)c1ccccc1 | 8 | -49 | -24 | -6 | -58 | -2 | -168 | -23 | 3 | -135 | 9
CCCCOC(=O)CCn1c(=S)oc2ccccc21 | 4 | 11 | -38 | 6 | 5 | -10 | -6 | -5 | 8 | 5 | -2
Cc1ccc(S(=O)(=O)N2CCN(C3CC(=O)N(Cc4ccccc4)C3=O)CC2)cc1C (stereo not given) | -3 | 7 | 1 | 4 | -8 | 0 | -18 | 3 | 2 | 10 | -9
COc1ccc2[nH]c(C(=O)Nc3ccc(C)c(F)c3)cc2c1 | -5 | -40 | -20 | -17 | -15 | 33 | -52 | -41 | 9 | -66 | -12
FC(F)(F)c1ccc2nnc(-c3c(Cl)cccc3Cl)n2c1 | 5 | 2 | -51 | 1 | -6 | 24 | 11 | -3 | 5 | -2 | 0
Cc1cccc(NC(=O)Cn2c(O)c(N=NC(=O)c3ccccc3O)c3ccccc32)c1 | 7 | -26 | -19 | -38 | 3 | 37 | 17 | -19 | -18 | 1 | -5
c1ccc(OCCn2cnc3ccccc32)cc1 | -3 | -4 | -25 | -28 | -23 | 1 | 12 | 1 | 13 | 5 | 0
COc1cc(C(=O)OC(C)CN2CCN(C)CC2)cc(OC)c1OC (stereo not given) | 1 | 8 | 4 | -14 | -5 | -7 | 12 | 0 | 3 | 3 | -14
Oc1ccc(-c2nccc(-c3ccccn3)n2)cc1 | -11 | -53 | -42 | 7 | -41 | 3 | -108 | -78 | 4 | -64 | 11
COc1cc(C(=O)Nc2nc(-c3ccc(Cl)cc3)c(C)s2)ccc1OCC(=O)Nc1ccc(F)cc1 | 48 | -2 | 35 | -24 | 0 | 26 | -1 | 57 | -58* | -3 | -18
O=C(COC(=O)c1ccc(S(=O)(=O)N2CCOCC2)cc1)NCc1ccco1 | -15 | -21 | -5 | -20 | -9 | -4 | -5 | 10 | -4 | -11 | 1
O=C(NCCCN1CCCC1)c1ccc2c(c1)N(Cc1cccc(Cl)c1)C(=O)c1ccccc1S2(=O)=O | 7 | -23 | -16 | 2 | -15 | -1 | -10 | -12 | 8 | -4 | -10
Cc1cc(C(=O)COC(=O)C2=COCCO2)c(C)n1-c1ccc2c(c1)OCO2 | -3 | -39 | -21 | -11 | -7 | 8 | -11 | -47 | 6 | -171 | -35
O=C(NNC(=O)c1ccccc1Br)c1cccc(Cl)c1 | 9 | -28 | -49 | -9 | -19 | -4 | -49 | -5 | -5 | -58 | -45
CCn1c2ccccc2c2nc3cc(C(=O)O)ccc3nc21 | 24 | -166 | -44 | 34 | -52 | 9 | -60 | -43 | -63* | -135 | -9
CCN1CCN(c2ccc(S(=O)(=O)N3CCOCC3)cc2NC(=O)/C=C/c2ccc([N+](=O)[O-])cc2)CC1 | -29 | 6 | -17 | -17 | -11 | 53* | 39 | 3 | -1 | 2 | 2
C[C@@H]1CNC(=O)c2c(C(=O)NCC(=O)OC(C)(C)C)ncn21 | -18 | -13 | -6 | 20 | -17 | 4 | -10 | 7 | 13 | -16 | -4
O=c1[nH]c(NCCO)nc2c1C1(CCCCC1)Cc1ccccc1-2 | -3 | 3 | 23 | 26 | 7 | -2 | 7 | -2 | 5 | 6 | -5
Cc1ccc(NC(=O)C2CCCO2)cc1[N+](=O)[O-] (stereo not given) | -1 | -5 | -16 | -16 | -18 | 0 | -32 | -9 | 13 | -17 | 4
COc1ccc2c(C)cc(SCC(=O)Nc3ncc(Cl)cc3Cl)nc2c1 | 22 | 10 | -8 | 0 | 2 | 8 | 21 | 20 | -3 | 9 | 2
CCCNC(=O)NC(=O)CSc1cccc(C(F)(F)F)c1 | 8 | -2 | -28 | -12 | 11 | 2 | -2 | 3 | 2 | -4 | 0
COc1cccc(CNC(=O)c2cccc(NC(=O)C3=C(C)OCCS3)c2)c1 | 12 | 4 | 18 | 10 | 7 | 5 | 12 | 9 | 2 | 9 | -8
Cc1cccc(OCc2nnc(SCC(=O)NC3CCCC3)n2C)c1 | -11 | 2 | 21 | 10 | 3 | -10 | 10 | -5 | 11 | -27 | 0
Cc1ccc(C(=O)Nc2nc(=O)n(C(=O)C3CC3)s2)cc1 | -37 | 11 | -13 | -7 | 11 | 40 | -2 | -1 | 0 | -16 | 10
Cc1cc2cc(CNS(=O)(=O)N(C)C)ccc2[nH]1 | 3 | 12 | 10 | 2 | 1 | 5 | -1 | -3 | -32 | 7 | 2
CCOc1ccc(NC(=O)C[n+]2ccccc2)cc1 | 4 | 2 | 16 | 1 | 7 | -2 | 1 | -7 | 4 | -6 | 0
Cc1cccc(NC(=O)CNC(=O)Cc2ccc(S(=O)(=O)N3CCOCC3)s2)c1C | -3 | 7 | -14 | -10 | -9 | 1 | 14 | -7 | 14 | -1 | 2
